Screening data (PubChem BioAssay)
GPR55 beta-arrestin – GPR55 agonists via beta-arrestin recruitment, primary screen, imaging, U2OS cells, beta-arrestin-GFP redistribution (AID 1961); U2OS GPR55 beta-arrestin-GFP redistribution imaging; higher % means a stronger effect; activation, % at 10 µM; hits with a dose series show EC50 in µM; hit rate 0.048% among 290,000;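 active means activation above 40% with more than 50 cells counted in the well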;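 further: U2OS osteosarcoma cells stably expressing GPR55 and beta-arrestin-GFP; plate controls were DMSO negative control for no effect and LPI positive control for full effect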
NOD1 NF-kB reporter – inhibition of NOD1-driven NF-kB reporter – cell-based, luminescence, uHTS, primary screen (AID 1578) | one-dose inhibition, % at 4 µM; EC50 in µM for titrated hits | NOD1-driven NF-kB luciferase reporter cells, luminescence; higher % means a stronger effect | hit rate 1% among 290,000; in the data active means inhibition mostly above about 36%, no sharp cut-off; inactive means mostly below about 34%;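 further: HEK-293T reporter cells stimulated with the NOD1 agonist gamma-tri-DAP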
NOD2 inhibition – NOD2 signaling inhibitors, cell-based, luminescence, uHTS, HEK293 (AID 1566); HEK293 NOD2/NF-kB luciferase reporter, luminescence; higher % means a stronger effect; one-dose inhibition, % at 4 µM; EC50 in µM for titrated hits; hit rate 0.63% among 290,000; further: many of its hits are not listed in these tables
GPR55 LPI antagonism – inhibition of LPI-stimulated GPR55 beta-arrestin translocation – imaging, U2OS, beta-arrestin-GFP, LPI agonist, primary screen (AID 2013) | hit rate 0.13% among 290,000 | inhibition, % at 10 µM; hits with a dose series show IC50 in µM | U2OS GPR55 beta-arrestin-GFP translocation imaging, LPI antagonism; higher % means a stronger effect;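 active means spots per cell inhibited over 60%, with over 100 cells counted and total cytoplasm intensity under 500,000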;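 further: U2OS cells stably carrying GPR55 and arrestin-GFP stimulated by 5 µM LPI near EC80; imaged beta-arrestin-GFP aggregate spots per cell after agonist stimulation; plate controls were LPI-stimulated DMSO wells for no effect and DMSO wells without LPI for full effect; some results filed as inactive read as strong as hits; confirmed hits need IC50 under 10 µM and bright autofluorescent wells are also inconclusive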
MgcRacGAP inhibition – MgcRacGAP GTPase-activating activity inhibitors, confirmation, biochemical, ADP Hunter fluorescence. MgcRacGAP-stimulated Rac1 GTP hydrolysis, ADP Hunter fluorescence; higher % means a stronger effect; GST-tagged Rac1 F28L mutant substrate. inhibition, % at 30 µM; hits with a dose series show IC50 in µM. hit rate 0.6% among 340,000. AID 624330;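 active means first-screen hits whose inhibition reached a set limit at any dose in the follow-up dose series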;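 further: fluorescence reports GDP produced by GAP-driven GTP hydrolysis; strong numbers were not always called active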
SV40 large T antigen – SV40 large T antigen inhibitors, biochemical (AID 1903); SV40 large T antigen ATPase/helicase inhibition assay; higher % means a stronger effect; one-dose inhibition, % at 20 µM; IC50 in µM for titrated hits; hit rate 0.39% among 310,000; in the data active means a potency from the dose series; further: strong numbers were not always called active
KOR beta-arrestin-1 – KOR antagonists, beta-arrestin recruitment, cell-based, luminescence, uHTS (AID 1778) | KOR beta-arrestin recruitment, luminescence, antagonist mode; higher % means a stronger effect | inhibition, % at 10 µM; hits with a dose series show IC50 in µM | hit rate 0.091% among 290,000; further: strong numbers were not always called active
HIV peptide binding – cell-free HIV fusion peptide-binding blockers – biochemical, uHTS, fluorescence dequenching, primary screen (AID 1986) | cell-free peptide binding, fluorescence dequenching, 30 min; higher % means a stronger effect | inhibition, % at 20 µM, or IC50 in µM where a hit was titrated | hit rate 0.3% among 290,000; in the data active means inhibition mostly above about 52%, no sharp cut-off; inactive means mostly below about 76%; further: some results filed as inactive read as strong as hits
KOR beta-arrestin-2 – KOR agonists, beta-arrestin recruitment, primary screen, cell-based, luminescence, uHTS (AID 1777). KOR beta-arrestin recruitment, luminescence; higher % means a stronger effect. one-dose activation, % at 10 µM; EC50 in µM for titrated hits. hit rate 0.02% among 280,000; in the data active means activation above about 50%, passing the limit was not always enough; further: a part of the inactive calls stands beside numbers as strong as those of hits
Active calls of the source: *; nt = no result given; [ ] = another dose, or the depositor's remark. Unless noted, no stated cut-off is given here; in the data, active means inhibition above about 50%; inactive means the rest.

SMILES	GPR55 beta-arrestin	NOD1 NF-kB reporter	NOD2 inhibition	GPR55 LPI antagonism	MgcRacGAP inhibition	SV40 large T antigen	KOR beta-arrestin-1	HIV peptide binding	KOR beta-arrestin-2
CCOC(=O)C1CCN(C(=O)CC(NS(=O)(=O)c2ccc(OC)cc2)C(C)C)CC1 (stereo not drawn)	0.4%	-5%	-6%	-29%	10%	10%	-11%	-1.4%	3.0%
COc1ccc(C(=O)CSc2nc(C(C)(C)C)nc3ccccc23)cc1	-0.1%	3%	32%	7%	4%	-2%	-38%	-0.2%	-0.6%
CCOC(=O)CSc1nc(=O)n2cccc(C)c2n1	-0.1%	-16%	1%	-3%	nt	5%	-6%	-0.4%	-4.5%
COc1cc(C2C3C(=O)N(c4ccccc4)C(=O)C3ON2c2ccccc2)ccc1O (stereo not drawn)	-0.2%	1%	-6%	-16%	1%	14%	-13%	-0.5%	5.5%
COc1cc(NC(=O)c2cc([N+](=O)[O-])ccc2NC(=O)CNC2CCCCC2C)cc(OC)c1 (stereo not drawn)	-0.1%	8%	-3%	7%	7%	2%	11%	0.8%	-2.2%
O=C(CC(=O)N/N=C/c1ccc(F)cc1)N/N=C/c1ccc(F)cc1	-0.2%	5%	19%	-5%	8%	11%	0%	1.2%	1.5%
CC(=O)N(CN1C(=O)C2CC=CCC2C1=O)c1cccc(Cl)c1 (stereo not drawn)	-0.2%	5%	4%	-1%	4%	7%	26%	19%	-3.3%
c1ccc(-c2csc(-c3cccnc3)n2)cc1	0.2%	-52%	-24%	-4%	10%	14%	-27%	0.8%	-2.6%
O=[N+]([O-])c1ccc(N/N=C/c2cn(-c3ccccc3)nc2-c2ccccc2)cc1	-0.2%	-19%	-66%	-4%	6%	6%	-9%	7.0%	-0.9%
Cn1nc(Oc2ncc(C(F)(F)F)cc2Cl)cc1C(F)(F)F	-0.3%	-27%	6%	-2%	2%	16%	16%	-3.0%	-10%
CN1CCCCc2c1nc1c(c2N)CCCC1	-0.3%	-11%	6%	5%	21%	8%	-24%	3.8%	nt
Cc1ccccc1NC(=O)NCCc1nc2ccccc2[nH]1	-0.2%	nt	4%	14%	-1%	2%	3%	-2.2%	1.8%
Nc1nc(N)nc(-c2ccccc2O)n1	0.0%	11%	-14%	-7%	12%	26%	23%	0.8%	-4.1%
O=C(O)C1C2C=CC(C2)C1C(=O)Nc1ccc(C(=O)N2CCCCC2)cc1 (stereo not drawn)	0.4%	-10%	3%	-10%	10%	1%	17%	-3.1%	-4.5%
COc1cccc(-c2cc(C(=O)Nc3cc(C)n(Cc4ccc(Cl)cc4)n3)no2)c1	0.2%	nt	29%	2%	-1%	3%	-28%	1.2%	-0.2%
Cc1nnc(SCc2ccc([N+](=O)[O-])cc2)o1	0.2%	11%	-58%	14%	6%	-1%	3%[20 µM]	-0.6%	nt
O=[N+]([O-])c1cc(Br)cc(/C=N/n2cnnc2)c1O	-0.5%	-10%	37%	10%	4%	9%	38%	5.0%	-3.9%
CCOC(=O)c1c(N2CCN(c3ccccc3)CC2)cc(C)nc1C	0.9%	-4%	20%	2%	25%	11%	-1%[20 µM]	-0.1%	-4.6%
CN(C(=O)CCc1ccccc1F)C1CCCN(Cc2ccccc2F)C1 (stereo not drawn)	-0.2%	-21%	-7%	5%	-20%	4%	-26%[20 µM]	-1.6%	0.2%
COC(=O)C1=C(C)N(c2cc(C)cc(C)c2)/C(=C/c2ccco2)C1=O	-0.2%	8%	-4%	5%	2%	12%	10%	12%	-3.7%
N#Cc1ccc(N2CCN(C(=O)c3cccc(F)c3)CC2)c(F)c1	-0.1%	2%	12%	8%	5%	9%	-5%	0.5%	-2.8%
CC(C)OC(=O)CSc1nnc2c3ccccc3n(C)c2n1	-0.1%	-33%	14%	6%	13%	6%	-35%[20 µM]	-1.1%	-4.6%
O=C(CSc1nnc(-c2ccc(Br)cc2)o1)Nc1cccc(C(=O)O)c1	0.3%	11%	-83%	12%	9%	23%	-1%	4.3%	6.1%
CC(C)CC(C)NNC(=O)c1cc2ccccc2[nH]1 (stereo not drawn)	-0.2%	1%	12%	-19%	11%	4%	-26%	0.3%	2.8%
COc1ccc(CCNC(=O)CCC(=O)N2CCN(S(=O)(=O)c3ccc(Cl)cc3)CC2)cc1OC	-0.1%	-2%	8%	6%	1%	-2%	10%	-1.5%	-4.4%

Some of the entries above, reformatted.
Structure | GPR55 beta-arrestin | NOD1 NF-kB reporter | NOD2 inhibition | GPR55 LPI antagonism | MgcRacGAP inhibition | SV40 large T antigen | KOR beta-arrestin-1 | HIV peptide binding | KOR beta-arrestin-2
COc1ccc(C(=O)CSc2nc(C(C)(C)C)nc3ccccc23)cc1 | -0.1% | 3% | 32% | 7% | 4% | -2% | -38% | -0.2% | -0.6%
COc1ccc(CCNC(=O)CCC(=O)N2CCN(S(=O)(=O)c3ccc(Cl)cc3)CC2)cc1OC | -0.1% | -2% | 8% | 6% | 1% | -2% | 10% | -1.5% | -4.4%
COc1cc(C2C3C(=O)N(c4ccccc4)C(=O)C3ON2c2ccccc2)ccc1O (stereo not drawn) | -0.2% | 1% | -6% | -16% | 1% | 14% | -13% | -0.5% | 5.5%

Next section:
SMILES	GPR55 beta-arrestin	NOD1 NF-kB reporter	NOD2 inhibition	GPR55 LPI antagonism	MgcRacGAP inhibition	SV40 large T antigen	KOR beta-arrestin-1	HIV peptide binding	KOR beta-arrestin-2
COC(=O)c1sccc1NC(=O)Cn1nnc(-c2ccc(C)cc2)n1	-0.5%	-14%	-7%	17%	7%	6%	-40%	13%	4.5%
C/C(CC(=O)Nc1ccccn1)=N\NC(=O)C(=O)Nc1cccc(C)c1	-0.1%	8%	19%	-22%	11%	3%	12%	1.5%	2.1%
CCOc1ccc(N2CC(C(=O)NCCC3=CCCCC3)CC2=O)cc1 (stereo not drawn)	0.3%	21%	-1%	-2%	3%	9%	-10%	-3.7%	0.4%
CN(CC(=O)NCc1ccccc1)S(=O)(=O)c1ccc2c(c1)CCC(=O)N2	0.3%	-21%	-6%	-10%	-16%	5%	-43%	0.5%	9.5%
FC(F)(F)c1ccc(Cl)c(NC2=NCCCCC2)c1	0.3%	8%	15%	-6%	4%	8%	9%	-0.8%	4.0%
Cc1cc(-c2n[nH]c(=S)n2Cc2ccco2)nn1C	1.8%	-31%	5%	-20%	19%	15%	39%	-1.9%	-5.0%
Fc1ccc2c(Cl)c(-c3nnc(-c4cccs4)o3)sc2c1	-0.2%	-105%	-112%	-3%	8%	13%	-30%	0.0%	25%
Cc1ccc(OCC(O)Cn2c(N3CCCCC3)nc3c2c(=O)[nH]c(=O)n3C)cc1 (stereo not drawn)	0.0%	-6%	2%	-1%	9%	-4%	-4%	1.4%	-9.7%
C=CCn1c(Cc2c(C)[nH]c3ccccc23)nnc1SCC(=O)NCc1ccc(F)cc1	0.2%	-16%	-5%	9%	8%	17%	-7%	14%	-2.2%
O=C(CSc1nc(Nc2ccccc2)nc(N2CCOCC2)n1)Nc1ccc(Br)cc1F	0.0%	-5%	13%	17%	3%	7%	10%	0.5%	4.6%
CCOC(=O)c1c(NC(=O)CSc2nncs2)sc(C)c1C	-0.1%	-6%	24%	-3%	8%	-2%	15%	0.7%	4.5%
CCOC(=O)NC(=O)COC(=O)c1ccc(O)cc1	-0.4%	-24%	1%	-6%	11%	7%	13%	0.2%	-1.4%
Cc1ccc(-c2nn(C)c(=O)c3ccccc23)cc1CN1CCOCC1	0.3%	-25%	9%	19%	3%	2%	27%	-1.9%	-0.4%
Cc1cc2c(OCC(O)CNC3CCCCC3)cccc2[nH]1 (stereo not drawn)	-0.3%	-26%	-5%	3%	7%	22%	16%	-4.4%	-0.8%
COc1cc2[nH]c(=S)n(CC3CCCO3)c(=O)c2cc1OC (stereo not drawn)	-0.1%	nt	9%	7%	15%	7%	-11%	1.2%	3.5%
CC1(O)CC(=O)N(c2ccccc2)O1 (stereo not drawn)	0.6%	0%	5%	20%	8%	10%	6%	0.6%	-0.2%
CC(C)(C)c1ccc(-c2n[nH]c(=S)n2-c2ccccc2)cc1	-0.1%	-27%	-5%	-6%	-3%	10%	-11%[20 µM]	0.8%	1.9%
CCCCCN(C(=O)CCC(=O)OCC(=O)N1CCCCC1)c1c(N)n(CCCC)c(=O)[nH]c1=O	-0.1%	-26%	1%	12%	6%	14%	16%	-1.0%	0.9%
COc1ccccc1NS(=O)(=O)c1ccc(Cl)cc1	0.3%	24%	10%	-18%	11%	22%	0%	-0.4%	0.9%
O=c1cc(-c2ccccc2)c2c(O)cc(O)cc2o1	0.2%	3%	11%	-8%	11%	23%	-12%[20 µM]	-0.9%	4.2%
CCOc1cc(CNCC(C)C)c(Cl)cc1OCC(=O)Nc1ccccc1	-0.2%	-11%	0%	21%	1%	6%	-14%	1.0%	-5.4%
Cc1ccc(-n2c(SCC(=O)OC(C)C)nnc2-c2ccncc2)cc1	0.2%	-18%	5%	-10%	-1%	9%	14%	-0.1%	-9.4%
C/C(=N\NC(=O)C(C)n1nc(C)c([N+](=O)[O-])c1C)c1ccccc1O (stereo not drawn)	-0.2%	28%	1%	16%	9%	6%	9%	-0.4%	-1.2%
N#CCCN1CCCN(CCC#N)CCN(CCC#N)CCCN(CCC#N)CC1	-0.1%	-8%	11%	3%	8%	4%	9%	-0.5%	1.6%
CC(C)(C)C1CCC(=NNS(=O)(=O)c2ccc(Br)cc2)CC1 (stereo not drawn)	0.1%	-27%	12%	2%	6%	10%	4%	2.4%	-0.4%
The list continues.
SMILES	GPR55 beta-arrestin	NOD1 NF-kB reporter	NOD2 inhibition	GPR55 LPI antagonism	MgcRacGAP inhibition	SV40 large T antigen	KOR beta-arrestin-1	HIV peptide binding	KOR beta-arrestin-2
COc1ccc(/C(N)=N/OC(=O)CSc2ccccc2)cc1OC	-0.1%	-52%	-26%	-2%	3%	5%	24%	1.8%	0.1%
CN(C)C(=O)CSc1nnc2sc3ccccc3n12	-0.2%	-19%	-5%	-7%	0%	nt	-8%	-0.4%	-0.3%
C#CCOCCOCCOCCNc1nc(N2CCN(C(=O)[C@H](CCCCN)n3cc([C@@H](N)C(C)CC)nn3)CC2)nc(N2CCN(C(=O)[C@H](CCCCN)n3cc([C@@H](N)CC(C)C)nn3)CC2)n1 (stereo partly drawn)	0.5%	-16%	8%	28%	114µM*	5%	-11%	-0.5%	7.6%
Cc1cccc(NC(=O)N[C@@H](C)C(=O)O)c1	-0.1%	2%	1%	20%	10%	5%	-8%	-1.4%	-1.2%
COc1cc(/C=C/C(=O)OC2CC3CCC2(C)C3(C)C)ccc1O (stereo not drawn)	0.0%	-1%	-22%	10%	10%	16%	37%	1.0%	5.7%
Cc1nnc(SCc2nnc(-c3ccccc3Br)o2)s1	0.5%	-26%	-7%	4%	9%	9%	12%	0.9%	-0.6%
O=c1[nH]cccc1-c1nc2ccccc2n1Cc1ccc(F)cc1	-0.3%	0%	1%	-3%	3%	8%	-6%	-0.9%	-8.4%
CCOc1ccc(OCc2ccc(C(=O)NCC3CCCO3)o2)cc1 (stereo not drawn)	0.0%	-24%	-15%	-3%	10%	-4%	18%	-1.5%	-3.4%

Not all compounds are listed (hit frequency here may not be typical).
